PRC2 inh – EZH2 (human) methyltransferase inhibition; inhibition, % at 12.5 µM; Q15910; PRC2 H3K27 methylation, DELFIA TRF, 1 h; AID 651548; actives 0.35% (n = 57,000);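 active = mean inhibition of replicates at least 50% and every single replicate also reaching 50%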;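 also: dimethyl H3K27 on biotinylated H3 21-44 peptide detected by antibody; plate controls were median neutral control wells for no effect and median positive control wells for full effect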
Target sequence (Q15910 whole entry, looked up): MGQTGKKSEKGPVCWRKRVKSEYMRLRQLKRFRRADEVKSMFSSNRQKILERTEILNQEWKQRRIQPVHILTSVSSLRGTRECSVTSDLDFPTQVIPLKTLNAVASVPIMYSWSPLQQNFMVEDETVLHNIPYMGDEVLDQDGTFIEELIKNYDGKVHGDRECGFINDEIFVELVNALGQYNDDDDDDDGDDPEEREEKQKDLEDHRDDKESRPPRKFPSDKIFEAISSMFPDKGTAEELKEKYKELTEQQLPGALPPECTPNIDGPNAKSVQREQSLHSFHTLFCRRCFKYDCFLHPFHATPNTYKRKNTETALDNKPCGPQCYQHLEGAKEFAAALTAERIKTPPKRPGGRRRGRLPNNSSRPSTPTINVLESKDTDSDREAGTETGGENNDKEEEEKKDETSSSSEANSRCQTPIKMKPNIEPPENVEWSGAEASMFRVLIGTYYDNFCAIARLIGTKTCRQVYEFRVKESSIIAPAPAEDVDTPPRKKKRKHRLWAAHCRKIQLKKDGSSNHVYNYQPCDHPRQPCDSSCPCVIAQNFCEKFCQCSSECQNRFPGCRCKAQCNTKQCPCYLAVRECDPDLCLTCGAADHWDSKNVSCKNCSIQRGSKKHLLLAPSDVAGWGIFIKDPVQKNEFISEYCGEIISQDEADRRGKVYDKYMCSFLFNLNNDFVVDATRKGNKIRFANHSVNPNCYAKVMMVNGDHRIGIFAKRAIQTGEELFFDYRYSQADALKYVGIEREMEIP
IDH1 mut inh – blocks human IDH1 R132H reductase activity | O75874 | diaphorase/resazurin fluorescence, 60 min | inhibition, % at 10 µM | actives 0.18% (n = 70,000); in the data active = inhibition above about 34%;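 also: 0% = DMSO and 100% = no enzyme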
* hit, by the source's call; / = no result given; & = joins results of further samples. An excerpt; count on the stated rates, not on these rows.

molecule | PRC2 inh | IDH1 mut inh
Cc1noc(C)c1S(=O)(=O)Nc1ccc2c(c1)C(=O)N([C@@H](C)CO)C[C@H](C)[C@@H](CN(C)S(=O)(=O)c1ccccc1)OCCCC[C@H](C)O2 | / | -2.0
CCn1c(SCC(=O)c2ccc(Br)cc2)nnc1-c1cccc(N)c1 | / | 0.6
Cn1c(SCC(=O)Nc2ccc(Oc3ccccc3)cc2)nnc1-c1ccccn1 | 23 | 0.0
COc1cccc(NC(=O)N[C@H]2C=C[C@H](CC(=O)N3CCCCC3)O[C@@H]2CO)c1 | -1 | 0.4
C[C@@H]1CN([C@H](C)CO)C(=O)c2cc(NC(=O)Cc3cn(C)c4ccccc34)ccc2O[C@@H]1CN(C)S(=O)(=O)c1cn(C)cn1 | / | -1.1
COc1ccccc1C(=O)Nc1ccc2c(c1)C(=O)N(C)C[C@@H](OC)[C@@H](C)CN(C)[C@H](C)CO2 | 2 | -0.2
COc1ccccc1NC(=O)N[C@@H]1CC[C@H](CCNC(=O)c2ccc3c(c2)OCO3)O[C@@H]1CO | 1 | -0.1
C[C@@H]1CCCCO[C@@H](CN(C)S(=O)(=O)c2ccc(F)cc2)[C@H](C)CN([C@H](C)CO)C(=O)c2cc(NC(=O)Nc3cccc4ccccc34)ccc2O1 | / | 0.5
CCO[C@H]1OC(C(=O)NC2CC2)=C[C@@H](c2ccccc2)[C@@H]1CCCO | -5 | /
CNC[C@H]1Oc2ccc(NC(=O)NC3CCCCC3)cc2CC(=O)N([C@H](C)CO)C[C@@H]1C | 7 | 4.1
O=C(CSc1nc2sc3c(c2c(=O)[nH]1)CCCC3)Nc1ccccc1F | 28 | 0.3
C[C@@H]1CN([C@@H](C)CO)C(=O)c2cc(-c3ccccc3)cnc2O[C@@H]1CN(C)Cc1ccccn1 | / | -0.3
CS(=O)(=O)N(CC(=O)Nc1ccc(C(F)(F)F)cc1)c1cccc(Br)c1 | 2 | 0.0
C[C@@H]1CCCCO[C@H](CN(C)S(=O)(=O)c2cn(C)cn2)[C@H](C)CN([C@H](C)CO)C(=O)c2cc(N(C)C)ccc2O1 | -6 | /
C[C@@H]1CN([C@H](C)CO)S(=O)(=O)c2ccc(C#Cc3ccccn3)cc2O[C@@H]1CN(C)Cc1cccc(F)c1 | 33 | -0.6
Cc1ccc(NC(=O)C(C)Sc2n[nH]c(C)n2)cc1 (stereo not given) | -1 | 0.2

Two of the compounds above, with values under each structure:
Order of results – PRC2 inh	IDH1 mut inh
- O=C(CSc1nc2sc3c(c2c(=O)[nH]1)CCCC3)Nc1ccccc1F
  28	0.3
- C[C@@H]1CN([C@@H](C)CO)C(=O)c2cc(-c3ccccc3)cnc2O[C@@H]1CN(C)Cc1ccccn1
  /	-0.3

Next structures follow:
molecule | PRC2 inh | IDH1 mut inh
C[C@@H](NC(=O)C[C@H]1C[C@@H]2c3cc(NC(=O)C4CCC4)ccc3O[C@@H]2[C@@H](CO)O1)c1ccccc1 | 17 | -0.1
C[C@H](CO)N1C[C@H](C)[C@H](CN(C)S(=O)(=O)c2ccc(F)cc2)Oc2ncc(/C=C/c3ccccc3)cc2C1=O | 9 | -0.2&-1.0
O=C(CCCCC(=O)N/N=C/c1c(F)c(F)c(F)c(F)c1F)NO | 20 | -0.3
Cc1noc(C)c1S(=O)(=O)Nc1ccc2c(c1)CC(=O)N([C@H](C)CO)C[C@H](C)[C@H](CN(C)Cc1ccc(C(=O)O)cc1)O2 | / | 3.3
CC(C)CC#Cc1ccc2c(c1)O[C@@H](CN(C)S(=O)(=O)c1ccc(F)cc1)[C@@H](C)CN([C@H](C)CO)S2(=O)=O | 9 | 0.2
O=C(Nc1ccc2c(c1)[C@H]1C[C@H](CC(=O)N3CCOCC3)O[C@H](CO)[C@H]1O2)NC1CCCC1 | 1 | -0.2
CS(=O)(=O)N(CC(=O)Nc1ccc(Br)cc1F)c1cccc([N+](=O)[O-])c1 | 16 | 0.1
COC(=O)c1sc(N2C(=O)C(=O)C(C(=O)c3ccc(OC)c(C)c3)C2c2ccco2)nc1C (stereo not given) | -13 | -0.2

Grouped by structure: the compounds so far containing an NH in an aromatic ring.
molecule | PRC2 inh | IDH1 mut inh
O=C(CSc1nc2sc3c(c2c(=O)[nH]1)CCCC3)Nc1ccccc1F | 28 | 0.3
Cc1ccc(NC(=O)C(C)Sc2n[nH]c(C)n2)cc1 (stereo not given) | -1 | 0.2

Remaining list, next part.
molecule | PRC2 inh | IDH1 mut inh
COc1ccccc1NC(=O)N[C@@H]1CC[C@@H](CC(=O)N[C@H](C)c2ccccc2)O[C@H]1CO | 2 | 0.1
C[C@H](CO)N1C[C@H](C)[C@H](CN(C)C(=O)NC2CCCCC2)Oc2c(NC(=O)C3CCOCC3)cccc2C1=O | -10 | /
COC(=O)c1cc(S(=O)(=O)Nc2nn(C)c3ccccc23)oc1C | -3 | -5.3
Cc1ccc(S(=O)(=O)N(C)C[C@@H]2Oc3ncc(C#CCN(C)C)cc3C(=O)N([C@H](C)CO)C[C@@H]2C)cc1 | / | -0.3
C/C=C/c1ccc2c(c1)O[C@@H](CN(C)C(=O)NC(C)C)[C@@H](C)CN([C@@H](C)CO)S2(=O)=O | -1 | 16
CO[C@@H]1CN(C)C(=O)c2ccc(NC(=O)C3CCC3)cc2OC[C@H](C)N(C(=O)NC(C)C)C[C@@H]1C | -3 | 0.0
O=C(C[C@@H]1C[C@H]2c3cc(NC(=O)C4CCC4)ccc3O[C@H]2[C@@H](CO)O1)NCC1CC1 | -13 | 0.0
CC(C)(C)[S@@](=O)N1Cc2cc(C(=O)N3CCCCC3)nc(-c3cccc(-c4cccc(C#N)c4)c3)c2[C@H]1CCO | -2 | -0.1
CCn1c(SCC(=O)Nc2ccc(Cl)c(Cl)c2)nnc1-c1ccccc1C | 28 | 0.1
Cc1[nH]n(-c2nc3ccccc3[nH]2)c(=O)c1C1OC(=O)c2ccccc21 (stereo not given) | / | -0.6
C[C@H]1CN([C@@H](C)CO)C(=O)c2cc(NC(=O)CCN3CCOCC3)ccc2O[C@@H]1CN(C)CC1CCCCC1 | 11 | -0.4
NC(=O)C1CC(=O)N(c2ccc(OCC(=O)Nc3cc(Cl)cc(Cl)c3)cc2)C1 (stereo not given) | 21 | -0.2
O=C(O)CCCCCCC(=O)N/N=C/c1cccc(Br)c1 | 11 | 0.6
CCC(=O)N[C@@H]1CC[C@H](CCn2cc(CN(C)C)nn2)O[C@H]1CO | 7 | 0.5
O=C(C[C@@H]1C=C[C@@H](NC(=O)Nc2ccccc2)[C@@H](CO)O1)NCc1cccc(F)c1 | -7 | 0.2
O=S(=O)(NC1c2cccc3cccc(c23)C1Sc1ncccn1)c1ccccc1 (stereo not given) | -5 | -0.2
C[C@@H]1CN([C@H](C)CO)C(=O)c2cccc(NS(=O)(=O)c3ccc(Cl)cc3)c2O[C@H]1CN(C)C(=O)NC1CCCCC1 | 5 | /
CCCN1C[C@H](C)[C@@H](OC)CN(C)C(=O)c2ccc(NC(=O)c3cccc(F)c3)cc2OC[C@@H]1C | -11 | 0.1
C[C@H]1CN([C@@H](C)CO)C(=O)Cc2cc(NS(=O)(=O)c3cccs3)ccc2O[C@@H]1CN(C)C(=O)NC1CCCCC1 | / | 0.1
C[C@H](CO)N1C[C@H](C)[C@H](CN(C)C)Oc2cc(-c3cccc(C(=O)N(C)C)c3)ccc2S1(=O)=O | -4 | 0.7
C/C=C/c1ccc2c(c1)O[C@@H](CN(C)C(=O)Nc1cccc(F)c1)[C@H](C)CN([C@H](C)CO)S2(=O)=O | -16 | -2.6
C[C@H]1CN([C@@H](C)CO)C(=O)c2ccccc2-c2ccccc2CO[C@H]1CN(C)Cc1ccc2c(c1)OCO2 | -10 | /
COc1ccc(S(=O)(=O)Nc2ccc3c(c2)CC(=O)N([C@@H](C)CO)C[C@H](C)[C@H](CN(C)C(=O)NC2CCCCC2)O3)cc1 | / | 0.7
C[C@@H]1CN([C@H](C)CO)C(=O)c2cc(NC(=O)Nc3ccccc3)ccc2O[C@@H](C)CCCCO[C@@H]1CN(C)C(=O)CCC(F)(F)F | / | -6.1
C[C@H](CO)N1C[C@H](C)[C@H](CN(C)Cc2ccc3c(c2)OCO3)OCCCC[C@H](C)Oc2ccc(NC(=O)CCCN(C)C)cc2C1=O | / | 1.5
C[C@H](CO)N1C[C@H](C)[C@@H](CN(C)S(=O)(=O)c2cn(C)cn2)Oc2ccc(NS(=O)(=O)c3ccc(F)cc3)cc2CC1=O | / | -11
CO[C@H]1CN(C)C(=O)c2cc(NC(C)=O)ccc2OC[C@@H](C)N(Cc2ccccc2F)C[C@@H]1C | 0 | 0.2
CO[C@@H]1CN(C)C(=O)c2cc(NC(=O)C3CC3)ccc2OC[C@@H](C)N(C(=O)CN(C)C)C[C@@H]1C | 3 | -0.3
CS(=O)(=O)Nc1ccc2c(c1)[C@H]1C[C@H](CC(=O)NC3CCCC3)O[C@@H](CO)[C@H]1O2 | -3 | -0.2
O=C(Nc1ccc2c(c1)[C@@H]1C[C@@H](CC(=O)N3CCCCC3)O[C@@H](CO)[C@@H]1O2)C1CCOCC1 | 1 | -0.4
Cc1ccc(S(=O)(=O)Nc2nc(C)cc(N3N=N3)n2)cc1 | 4 | -0.2
COc1ccc(NC(=O)C(C)N(c2ccc(C)cc2)S(C)(=O)=O)c(OC)c1 (stereo not given) | 12 | -0.4

Single entries from the list:
PRC2 inh, C/C=C/c1ccc2c(c1)O[C@@H](CN(C)C(=O)NC(C)C)[C@@H](C)CN([C@@H](C)CO)S2(=O)=O → -1
IDH1 mut inh, C[C@H]1CN([C@@H](C)CO)C(=O)Cc2cc(NS(=O)(=O)c3cccs3)ccc2O[C@@H]1CN(C)C(=O)NC1CCCCC1 → 0.1
PRC2 inh, COc1ccccc1NC(=O)N[C@@H]1CC[C@@H](CC(=O)N[C@H](C)c2ccccc2)O[C@H]1CO → 2
IDH1 mut inh, C[C@H](CO)N1C[C@H](C)[C@H](CN(C)Cc2ccc3c(c2)OCO3)OCCCC[C@H](C)Oc2ccc(NC(=O)CCCN(C)C)cc2C1=O → 1.5

Additional compounds follow.
molecule | PRC2 inh | IDH1 mut inh
C[C@@H]1CN([C@@H](C)CO)C(=O)Cc2cc(NC(=O)NC3CCCCC3)ccc2O[C@@H]1CN(C)Cc1ccc(-c2ccccc2)cc1 | / | 1.3
CC(C)NC(=O)N[C@H]1C=C[C@@H](CC(=O)NCCCN(C)C)O[C@H]1CO | 4 | 0.0
Cc1ccc(-c2cnc3c(c2)C(=O)N([C@H](C)CO)C[C@H](C)[C@@H](CN(C)CC2CCCC2)O3)cc1 | -7 | -2.2
C[C@@H](NC(=O)C[C@@H]1CC[C@H](NS(=O)(=O)c2cccc(F)c2)[C@@H](CO)O1)c1ccccc1 | -9 | 0.2
CO[C@H]1CN(C)C(=O)c2ccc(NC(C)=O)cc2OC[C@H](C)N(C(=O)c2ccccc2)C[C@H]1C | 1 | 0.1
CCCNC(=O)N[C@H]1C=C[C@@H](CC(=O)NCCc2ccccc2)O[C@@H]1CO | 1 | 0.1
C[C@H]1CCCCO[C@@H](CN(C)S(=O)(=O)c2ccc(F)cc2)[C@@H](C)CN([C@@H](C)CO)C(=O)c2cc(NC(=O)Nc3ccc(F)cc3)ccc2O1 | / | 0.1
COc1ccc(S(=O)(=O)N(C)C[C@H]2Oc3ccc(NC(=O)Nc4ccc5c(c4)OCO5)cc3C(=O)N([C@H](C)CO)C[C@H]2C)cc1 | / | 0.2
CCC(=O)N(C)C[C@@H]1Oc2ncc(-c3ccc(C)cc3)cc2C(=O)N([C@@H](C)CO)C[C@@H]1C | / | 0.5
C[C@H](CO)N1C[C@H](C)[C@H](CN(C)S(C)(=O)=O)OCCCC[C@H](C)Oc2ccc(NC(=O)CCCN(C)C)cc2C1=O | 3 | /
COc1ccc(CN(C)C[C@@H]2Oc3c(NC(=O)C4CCOCC4)cccc3C(=O)N([C@H](C)CO)C[C@H]2C)cc1 | 8 | 1.4
C[C@H](O)C#Cc1cnc2c(c1)C(=O)N([C@@H](C)CO)C[C@H](C)[C@@H](CN(C)C(=O)Cc1ccncc1)O2 | -1 | /
Cc1ccc(S(=O)(=O)N[C@H]2C=C[C@@H](CC(=O)N3CCN(c4ccccc4)CC3)O[C@@H]2CO)cc1 | 3 | 0.1
O=C(C[C@@H]1C[C@@H]2c3cc(NC(=O)CC4CC4)ccc3O[C@@H]2[C@H](CO)O1)NCc1ccccc1 | -10 | 0.0
C[C@H]1CN([C@@H](C)CO)C(=O)c2cc(NS(=O)(=O)c3cccs3)ccc2O[C@@H]1CN(C)S(=O)(=O)c1cn(C)cn1 | / | -4.0
COc1ccc(NC(=O)N(C)C[C@@H]2Oc3ccc(NC(=O)Cc4ccccc4)cc3CC(=O)N([C@@H](C)CO)C[C@H]2C)cc1 | -10 | 0.7
C[C@@H]1CCCCO[C@@H](CN(C)Cc2ccccc2)[C@H](C)CN([C@H](C)CO)C(=O)c2cc(NC(=O)Nc3ccc4c(c3)OCO4)ccc2O1 | / | 0.8
C[C@@H]1CCCCO[C@@H](CN(C)C(=O)c2ccncc2)[C@H](C)CN([C@H](C)CO)C(=O)c2cc(NS(=O)(=O)c3ccccc3)ccc2O1 | / | 4.0
CC1(C)CC(=O)c2c(O)cc(OCC(=O)c3ccc(-c4ccccc4)cc3)cc2O1 | 5 | 0.0
C[C@]12CCC(=O)C=C1CC[C@@H]1C2[C@@H](O)C[C@@]2(C)C1CC[C@@H]2C(=O)CO (stereo not given in full) | / | 0.3
c1ccc(Cc2nn3c(C4COc5ccccc5O4)nnc3s2)cc1 (stereo not given) | 11 | -0.2
COCC#Cc1cnc2c(c1)C(=O)N([C@@H](C)CO)C[C@H](C)[C@@H](CN(C)Cc1ccc(F)cc1)O2 | / | 0.0
COc1ccc(NC(=O)Nc2ccc3c(c2)CC(=O)N([C@@H](C)CO)C[C@H](C)[C@H](CN(C)C(=O)Nc2c(C)noc2C)O3)cc1 | / | 0.8
